HT1080 IDH1KD tx: kills HT-1080 cells with IDH1 knockdown; HT-1080 IDH1 knockdown viability, ATP luminescence, 48 h; Potency, µM (titrated, usually from 46.1 µM), without a hit: at the top dose activity, negative = toxicity, actives largely listed as cytotoxic; 2% of 360,000 active;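 further: potency means the concentration at half of the fitted maximal effect; 0% = DMSO wells and -100% = cell-free medium wells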
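CellTiter-Glo luminescence after 48 h compound exposure at 37 degrees C of IDH1-knockdown HT-1080 cells in 5% FBS RPMI. %Activity scaled between DMSO wells and cell-free media wells, with curves fitted and assigned curve classes.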
SW480 rerep: induces DNA re-replication in SW480 colon adenocarcinoma cells. SW480 DNA re-replication, Hoechst DNA content imaging, 48 h. Potency, µM (titrated, usually from 46.1 µM), for the others: at the top dose re-replication activation, hits mostly activators. 1.8% of 340,000 active; further: potency means the concentration at half of the fitted maximal effect; % of control where 0% means no effect; nearly all actives have a fitted effect of over 55% in size
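SW480 cells exposed to compounds for 48 hr at 37 C, 5% CO2, then Hoechst-stained 40 min. Nuclear DNA content imaged by fluorescence scanning (405 nm excitation, 500-530 nm emission); re-replication scored as increased high-intensity nuclei.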
KB-V1 cytotox: KB-V1 MDR subline cytotoxicity; KB-V1 MDR cells viability, CellTiter-Glo, 72 h; Potency, µM (highest dose often 46.1 µM), inactives show at the top dose activity change, negative = cytotoxicity, hits mostly cytotoxic; 3.4% of 400,000 active; further: potency means the concentration at half of the fitted maximal effect; on the % scale 0 is the no-effect control and ±100 the full control effect; nearly all actives have a fitted effect of over 60% in size
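Readout: CellTiter-Glo luminescence, 10 min after addition. Cells: KB-V1 MDR subline, 72 h at 37 degrees C with compound. Analysis: corrected, normalized data fitted to concentration-effect curves.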
HT1080-NT tox: kills 2HG-producing HT-1080-NT fibrosarcoma cells; HT-1080-NT fibrosarcoma viability, CellTiter-Glo ATP luminescence, 48 h; Potency, µM (highest dose often 46.1 µM), for inactives: top-dose activity, negative = less viability, most hits filed as cytotoxic; 1.6% of 360,000 active; AID 686970;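 further: NT is the 2HG producing partner of a matched IDH1 knockdown line; potency means the concentration at half of the fitted maximal effect; 0% = DMSO-treated cells and -100% = media-only wells without cells; nearly all actives have a fitted effect of over 55% in size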
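Luminescent CellTiter-Glo readout after 48 hours of compound exposure at 37 degrees C defined viability of HT-1080-NT cells. Activity was normalized to DMSO wells and cell-free media wells; concentration-response curves were fitted and assigned curve classes.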
WRN inhibitor: blocks human WRN helicase | Q14191 | WRN helicase unwinding, fluorescent forked duplex, kinetic | Potency, µM (doses to about 114 µM), for inactives: at the highest dose activity change, negative = inhibition, usual class: inhibitors | 0.46% of 360,000 active | AID 651768; further: potency means the concentration at half of the fitted maximal effect; on the % scale 0 is the no-effect control and ±100 the full control effect; nearly all actives have a fitted effect of over 55% in size
Target sequence (Q14191 whole entry, looked up): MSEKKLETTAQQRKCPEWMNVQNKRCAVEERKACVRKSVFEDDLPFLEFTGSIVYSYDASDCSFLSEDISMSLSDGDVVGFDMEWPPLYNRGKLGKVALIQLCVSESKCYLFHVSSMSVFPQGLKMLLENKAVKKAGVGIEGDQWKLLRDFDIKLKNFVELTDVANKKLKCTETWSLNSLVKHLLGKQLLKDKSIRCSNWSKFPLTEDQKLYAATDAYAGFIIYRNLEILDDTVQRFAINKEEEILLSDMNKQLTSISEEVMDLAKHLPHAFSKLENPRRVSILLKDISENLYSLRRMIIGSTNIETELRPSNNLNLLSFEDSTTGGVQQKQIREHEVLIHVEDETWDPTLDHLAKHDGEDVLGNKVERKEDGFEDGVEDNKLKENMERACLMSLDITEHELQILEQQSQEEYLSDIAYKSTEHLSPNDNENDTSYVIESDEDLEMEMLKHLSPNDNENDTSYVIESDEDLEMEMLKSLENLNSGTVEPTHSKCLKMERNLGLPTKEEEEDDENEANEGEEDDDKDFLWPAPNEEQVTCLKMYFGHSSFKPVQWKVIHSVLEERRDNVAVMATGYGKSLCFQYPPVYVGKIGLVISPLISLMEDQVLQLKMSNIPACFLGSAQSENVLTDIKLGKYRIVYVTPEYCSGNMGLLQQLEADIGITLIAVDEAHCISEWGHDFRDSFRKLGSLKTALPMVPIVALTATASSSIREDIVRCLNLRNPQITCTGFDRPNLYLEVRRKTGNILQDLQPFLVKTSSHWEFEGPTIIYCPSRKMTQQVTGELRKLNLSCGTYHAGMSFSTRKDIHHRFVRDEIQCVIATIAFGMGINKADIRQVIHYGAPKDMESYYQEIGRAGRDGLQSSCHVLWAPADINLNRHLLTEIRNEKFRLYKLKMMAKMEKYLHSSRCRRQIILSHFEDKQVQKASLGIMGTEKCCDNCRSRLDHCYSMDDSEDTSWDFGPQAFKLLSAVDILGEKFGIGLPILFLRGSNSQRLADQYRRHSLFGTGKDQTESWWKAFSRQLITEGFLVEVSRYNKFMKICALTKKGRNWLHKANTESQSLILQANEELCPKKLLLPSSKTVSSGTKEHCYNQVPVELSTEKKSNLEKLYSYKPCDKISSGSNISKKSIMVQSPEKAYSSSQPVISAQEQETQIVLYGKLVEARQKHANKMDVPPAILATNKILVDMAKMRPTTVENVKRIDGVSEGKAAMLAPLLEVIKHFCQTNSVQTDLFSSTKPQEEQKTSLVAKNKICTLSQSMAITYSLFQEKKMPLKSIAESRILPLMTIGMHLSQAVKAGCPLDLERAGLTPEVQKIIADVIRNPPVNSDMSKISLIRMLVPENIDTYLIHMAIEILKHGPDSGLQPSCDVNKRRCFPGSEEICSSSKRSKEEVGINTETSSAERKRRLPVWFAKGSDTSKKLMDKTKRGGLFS
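Kinetic red-fluorescence monitoring (525/598 nm) tracks WRN helicase activity after 100 nM fluorophore-quencher forked duplex and 2 mM ATP are added to 20 nM enzyme pretreated 15 min at room temperature with compound.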
ATXN2 expr inh: ATXN2 expression inhibition. HEK-293 ATXN2-luciferase reporter, luminescence, 24 h. Potency, µM (doses to about 57 µM), for the others: at the top dose activity change, negative = inhibition, usual class: inhibitors. 0.72% of 360,000 active; further: potency means the concentration at half of the fitted maximal effect; on the % scale 0 is the no-effect control and ±100 the full control effect; nearly all actives have a fitted effect of over 55% in size
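ATXN2-luciferase reporter cells (luciferase flanked by upstream and downstream ATXN2 gene portions) were treated 24 h at 37 °C with compounds at up to 57 uM. SteadyGlo luminescence gave expression; GF-AFC fluorescence gave viability.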
MCF10A rereplic: DNA re-replication induction in MCF 10a cells. MCF 10A DNA re-replication, Hoechst nuclear intensity, 48 h. Potency, µM (doses to about 46.1 µM), for inactives: at the top dose activity, positive = re-replication, most hits filed as activators. 2.9% of 350,000 active; further: potency means the concentration at half of the fitted maximal effect; % of control where 0% means no effect; nearly all actives have a fitted effect of over 50% in size
IL-1B inflam inh: inflammasome signaling inhibition, IL-1 beta readout; THP-1 LPS/ATP IL-1B secretion, AlphaLISA, 16 h; stronger effect = lower value; activity change, % at 57.5 µM; 4.7% of 360,000 active; AID 743279; in the data active means activity change below about -50%; inconclusive means mostly about -30% to -49%; further: on the % scale 0 is the no-effect control and ±100 the full control effect
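Secreted IL-1B measured by AlphaLISA bead assay after 16 h compound exposure of THP-1 cells; compounds (final up to 57.5 uM) added 1 h before LPS (250 ng/mL) and ATP (1.25 mM) stimulation; lower signal means less secretion.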
KB-3-1 tox: KB-3-1 parental cell cytotoxicity; KB-3-1 viability, CellTiter-Glo ATP luminescence, 72 h; Potency, µM (titrated, usually from 46.1 µM), for the others: at the highest dose activity change, negative = cytotoxic, actives largely listed as cytotoxic; 1.4% of 400,000 active; AID 1347075; further: potency means the concentration at half of the fitted maximal effect; on the % scale 0 is the no-effect control and ±100 the full control effect; nearly all actives have a fitted effect of over 60% in size
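KB-3-1 parental drug-naive adenocarcinoma cells in DMEM/10% FBS, incubated 72 h at 37 C with pin-transferred compounds across a concentration series. Viability by CellTiter-Glo luminescence; concentration-response curves fitted after normalization.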
* hit, by the source's call; ? = inconclusive; · = no result given; & = joins results of further samples; [ ] = remark or other dose. Unless noted, the call rests on the fitted dose curve; in most records, active means well fitted curve in the direction sought with a large enough effect; inconclusive means small, poorly fitted or top-dose-only effect, or another doubt; inactive means no such curve, though single readings can be large; an effect the other way counts as inactive or inconclusive.

Order of values: HT1080 IDH1KD tx, SW480 rerep, KB-V1 cytotox, HT1080-NT tox, WRN inhibitor, ATXN2 expr inh, MCF10A rereplic, IL-1B inflam inh, KB-3-1 tox
(1) Cc1[nH]c(=O)[nH]c(=O)c1NC(=O)CSc1ncccc1-c1nc2ccccc2[nH]1
    -28%, -2%, -25%, -5%, -14%, 54%[activator], 17%, 18, 17%
(2) COc1ccc(NC(=O)N(CCc2ccccc2)Cc2cc3c(C)cc(C)cc3[nH]c2=O)cc1
    -13%, 5%, -16%, -7%, -11%, 6%, -1%, -14, -5%
(3) CCOC(=O)c1cc2c(ccc3nc(C)c(C)c32)[nH]c1C
    -7%, 8.2µM*, -1%, -9%, -7%[57.1 µM], 0%, 15µM*, 0, -5%
(4) CC(C)(C)NS(=O)(=O)c1ccc(NC(=O)Cc2ccccc2[N+](=O)[O-])cc1
    -21%, 2%, -21%, -18%, -2%, -14%, 8%, -8, -3%
(5) NNC(=O)c1cc(C23CC4CC(CC(C4)C2)C3)[nH]n1
    -13%, -1%, 8%, -28%, -4%, 4%, -13%, 35, 27%
(6) O=C(Nc1ccc(S(=O)(=O)C(F)F)cc1)c1ccc2c(=O)n3c(nc2c1)CCC3
    -9%, 1%, 2%, 0%, -6%, -17%, -1%, 22, 1%
(7) Clc1cccc(Cl)c1/C=N\Nc1nccs1
    -24%, 6%, 11%, ?, -3%, 11%, -7%, 27, 2%
(8) CCC1=C(OC(=O)N(CC)CC)N2C(=O)OC(=NCC(=O)OC)[C@]2(Cc2ccccc2)[C@H]2C1=CC[C@H]1C(=O)NC(=O)[C@H]12
    8%, -22%[9.22 µM], 6%, 0%, -2%, -4%, ?, 33, 0%
(9) NC(=S)N/N=C\c1ccc(-c2cccc(Cl)c2Cl)o1
    -14%, 0%, 1.3µM*, -29%, -14%, 57%[activator], ?, 0, 5.8µM*
(10) Cc1cc2ncn(-c3ncnc4sc5c(c34)CCCC5)c2cc1C
    12%, 3%, 1%, 12%, 0%, 2%, -1%, 32, 15%
(11) CC#CCN1c2ccccc2[C@]23C[C@@H](C(=O)OC)N(C(=O)NC4CCCCC4)C2=NC(C(=O)OC)=C(C(=O)OC)[C@H]13
    4%, -6%, -3%, 1%, 0%, 4%, -5%, -13, 7%
(12) CC(C)OCCCNc1nc(Cl)nc2c1cnn2C
    10%, -6%, ?, 2%, -32%, 4%, -2%, -9, -15%
(13) Cc1nn(C)cc1C(C(=O)NC1CCCCC1)N(C(=O)Cc1cccs1)c1ccc(C(C)C)cc1 (stereo unspecified)
    ?, 6%, 2.9µM*, ?, -7%, -11%, ?, -15, ?
(14) CC(=O)Nc1nc2ccccc2n1Cc1ccccc1
    ?, -3%, ?, ?, -1%, -25%, 13%, 0, -13%
(15) O=C(N/N=C/c1ccc(-c2cccc([N+](=O)[O-])c2)o1)c1ccc([N+](=O)[O-])cc1
    -11%, ?, ?, -4%, 2%, -33%, -35%[inhibitor], -51*, 14%
(16) O=C(Cn1cccc1C(=O)c1ccccc1)NCc1ccccc1
    7%, 2%, 23µM*, 19%, 2%, 17%, 10%, -10, 1%
(17) Cc1c2c(=O)n(-c3nc4ccccc4s3)nc-2cc(O)n1Cc1ccccc1
    -7%, -10%, ?, 2%, -9%[11.6 µM], ·, -1%, 0, 2%
(18) COC(=O)c1cc(NC(=O)c2cc(-c3ccc(Cl)cc3)oc2C(F)(F)F)ccc1N1CCOCC1
    ?, -11%, ?, ?, -9%, -19%, ?, ?, ?
(19) Cc1ccc(S(=O)(=O)N2CCN(CC(=O)N/N=C\c3cccnc3)CC2)cc1
    10%, -11%, 6%, 11%, -31%[57.1 µM], -2%, 3%, 2, 0%
(20) OC(c1ccc(F)c(F)c1)c1ncc(-c2cccc(C(F)(F)F)c2)[nH]1 (stereo unspecified)
    ?, ·, 5%, ?, -9%, -28%, ·, -12, 0%
(21) O=C(O)CC(CNS(=O)(=O)c1cccc2nsnc12)c1ccccc1 (stereo unspecified)
    13%, -71%[inhibitor], -45%, -2%, 9%, 3%, -20%, 22, -4%
(22) c1cnc2c(C3NCCc4c3[nH]c3ccccc43)cccc2c1 (stereo unspecified)
    -14%, ?, ?, -6%, -10%, -30%, 2%, ?, -6%
(23) CC(=O)Nc1ccc(N2C(C(C)=O)=NN(c3ccccc3)C2c2cccs2)cc1 (stereo unspecified)
    ?, 4%, ?, -6%, -4%, 3%, ?, -2, 8%
(24) O=C(Nc1ccc(F)c(F)c1)C1CCCN(S(=O)(=O)c2cccc3nonc23)C1 (stereo unspecified)
    -1%, ?, -15%&44%, -1%, -2%, -2%&3%, ?, 15, -18%&8%
(25) CCCn1c(=O)c(C(=O)Nc2cc(C)ccn2)c(O)c2ccccc21
    10%, -17%, ?, 23%, -28%, 7%, ?, -3, -3%
(26) CC1CCN(CCCOc2ccc(OCc3ccccc3)cc2)CC1
    ?, -1%, -19%, ?, 5%, 4%, ?, -6, -9%
(27) CCn1nnc(-c2ccccc2NS(=O)(=O)c2ccc(C(=O)OC)cc2)n1
    ?, ?, 8%, ?, -11%, -17%, ?, 53, -6%
(28) COc1ccc(Br)cc1CN1CCSCC1
    0%, -4%, 16%, -2%, -7%, 10%, 2%, 9, 2%
(29) O=C(NCCc1ccc(F)cc1)c1ccc([N+](=O)[O-])cc1
    13%, 1%, -2%, 18%, 2%, 63%[activator], -2%, -8, 5%
(30) Cc1nn(C(C)C)c(C)c1CN1CCCC(CCC(=O)NCc2ccccc2F)C1 (stereo unspecified)
    12%, -60%[inhibitor], 8%, 4%, 1%, -12%, 13%, -1, 0%
(31) CCC(C(=O)Nc1ncn[nH]1)(C(F)(F)F)C(F)(F)F
    12%, -2%, -7%, 2%, 1%, -4%, -2%, -7, -9%
(32) O=C(O)C1CCCCC1C(=O)NCCc1ccc(Cl)cc1 (stereo unspecified)
    22%, -3%, -6%, 21%, -21%[57.1 µM], 2%, -16%, -63*, 4%
(33) O=C(NCc1ccco1)c1cccn2c(=O)c3sccc3nc12
    -1%, -23%, 11%, 6%, 7%, ·, 1%, -17, 0%
(34) O=C(O)c1cccc([N+](=O)[O-])c1C(=O)Nc1cccc2ccccc12
    -13%, -2%, ?, -6%, 7%, -7%, -2%, 19, 1%
(35) O=c1[nH]c2ccccc2n2c(C(F)(F)F)nnc12
    6%, -4%, 11%, 5%, -10%, -21%, 0%, 20, 18%
(36) O=C1C=C(c2ccccc2)CC(c2cccs2)C1n1cnc([N+](=O)[O-])c1 (stereo unspecified)
    -3%, -5%, -7%, -2%, -8%, -5%, 2%, -10, -9%
(37) CCOC(=O)c1ccc(NC(=O)CN(C)S(=O)(=O)c2ccc(OC)cc2)cc1
    -21%, -1%, -27%, -5%, -3%, -4%, 5%, 29, 2%
(38) CCOC(=O)C1=C(C(=O)OCC)N(CC2CCCCC2)CCC1=O
    9%, -8%, 9%, 0%, 2%, -1%, -7%, 18, -1%
(39) Fc1ccc(-c2nc3c(-c4ccc(F)cc4)cnn3cc2CCN2CCOCC2)cc1
    -28%, -1%, ?, -22%, -8%, -35%, 1%, -23, -12%
(40) COCC(=O)Nc1ccc(S(=O)(=O)Nc2nccs2)cc1
    4%, -10%[9.22 µM], 0%, 11%, -34%, 12%, -1%, 2, 25%
(41) CC(=O)Nc1ccc(C=CC(=O)c2ccc([N+](=O)[O-])cc2)cc1
    7%, ·, -5%, 7%, -12%, ·, ·, 2, -4%
(42) CC(=O)NC(Cc1ccccc1)C(=O)OCC(=O)c1ccc(Br)cc1 (stereo unspecified)
    -3%, 0%, 27%, 13%, 3%, -4%, 2%, -2, 0%
(43) O=C(COC(=O)c1ccc([N+](=O)[O-])o1)NC1CCCc2ccccc21 (stereo unspecified)
    -2%, -3%, ·, 0%, -30%, -3%, ?, 0, ·
(44) O=C(NC(=S)Nc1ccccc1N1CCCCC1)c1ccc(F)cc1Cl
    -6%, 2%, ?, -7%, -13%, 12%, 25%, 0, ?
(45) CCn1c2ccccc2c2cc(NS(=O)(=O)c3ccccc3C)ccc21
    ?, ?, ?, ?, -5%, -22%, ?, 13, 16µM*
(46) CN(C)S(=O)(=O)c1cccc(NC(=O)CN2C(=O)NC(CCc3ccccc3)C2=O)c1 (stereo unspecified)
    -1%, -2%, 0%, -2%, -2%, ·, 6%, 32, 6%
(47) COC(=O)C(C(C)C)N1CCc2c(C)nc3c(C#N)cnn3c21 (stereo unspecified)
    -7%, -21%[1.84 µM], ?, -15%, -6%[57.1 µM], 1%, 1%, 17, 2%
(48) O=C1Cn2c(nc3ccccc32)N1c1ccccc1F
    -1%, -2%, -4%, 1%, -2%, 7%, 0%, 28, 2%
(49) COc1ccc(NS(=O)(=O)c2ccc(C(=O)OC(C)C(=O)N3CCOCC3)cc2)cc1 (stereo unspecified)
    3%, -3%, -21%, 9%, -14%, 2%, 12%, -3, -9%
